Compound activity: PubChem BioAssay, Sanford-Burnham Center for Chemical Genomics
LYP inhibition: PTPN22 lymphoid phosphatase activity blockers – biochemical, fluorescence intensity, uHTS (AID 1779); recombinant LYP phosphatase, fluorescence intensity; higher % means a stronger effect; inhibition, % at 11.5 µM, or IC50 in µM where a hit was titrated; actives 0.054% (n = 290,000);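 also: plate controls were vehicle with enzyme for no effect and no enzyme for full effect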
TNAP activation fold: stimulation of alkaline phosphatase TNAP activity – biochemical, luminescent, no phosphate acceptor, uHTS, primary screen (AID 1001); actives 0.03% (n = 200,000); purified TNAP, luminescent activation assay, no phosphate acceptor; higher activation fold means a stronger effect; activation fold at 20 µM, or EC50 in µM where a hit was titrated; in the data active = activation fold from about 3, or a potency from the dose series; inactive = the rest, 99 in 100 with activation fold below about 1.6; also: many of its hits are not listed in these tables
KOR beta-arrestin-1: KOR agonists, beta-arrestin recruitment, primary screen, cell-based, luminescence, uHTS (AID 1777); actives 0.02% (n = 280,000); KOR beta-arrestin recruitment, luminescence; higher % means a stronger effect; one-dose activation, % at 10 µM; EC50 in µM for titrated hits; in the data active = activation above about 50%, passing the limit was not always enough; also: a part of the inactive calls stands beside numbers as strong as those of hits
PMI inhibitors: inhibitors of human PMI, primary screen, biochemical, fluorescence intensity, coupled assay (AID 1209); actives 0.42% (n = 190,000); inhibition, % at 20 µM; hits with a dose series show IC50 in µM; purified PMI enzyme, coupled fluorescence intensity; higher % means a stronger effect;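 also: plate controls were DMSO vehicle for no effect and wells lacking substrate for full effect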
XIAP displacement: small molecules displacing peptide from XIAP – biochemical, IAP family, fluorescence polarization (AID 1018) | XIAP BIR domain, fluorescence polarization peptide displacement; higher % means a stronger effect | displacement, % at 20 µM; hits with a dose series show IC50 in µM | actives 0.007% (n = 200,000); in the data active = displacement above about 50%; also: a part of the inactive calls stands beside numbers as strong as those of hits
NOD2 inhibition: inhibition of NOD2-driven NF-kB reporter – cell-based, luminescence, uHTS, HEK293 (AID 1566); inhibition, % at 4 µM, or EC50 in µM where a hit was titrated; actives 0.63% (n = 290,000); HEK293 NOD2/NF-kB luciferase reporter, luminescence; higher % means a stronger effect; also: many of its hits are not listed in these tables
human PMI inhibitors: human PMI inhibitors, high substrate, primary screen, biochemical, fluorescence intensity, high mannose 6-phosphate (AID 1220); recombinant PMI enzyme, coupled fluorescence intensity; higher % means a stronger effect; inhibition, % at 20 µM; hits with a dose series show IC50 in µM; actives 0.66% (n = 190,000)
NOD1 NF-kB reporter: NOD1 signaling inhibitors, primary screen, cell-based, luminescence, uHTS (AID 1578). NOD1-driven NF-kB luciferase reporter cells, luminescence; higher % means a stronger effect. one-dose inhibition, % at 4 µM; EC50 in µM for titrated hits. actives 1% (n = 290,000); in the data active = inhibition mostly above about 36%, no sharp cut-off; inactive = mostly below about 34%;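 also: HEK-293T reporter cells stimulated with the NOD1 agonist gamma-tri-DAP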
KOR beta-arrestin-2: KOR antagonists, beta-arrestin recruitment, cell-based, luminescence, uHTS (AID 1778); KOR beta-arrestin recruitment, luminescence, antagonist mode; higher % means a stronger effect; inhibition, % at 10 µM; hits with a dose series show IC50 in µM; actives 0.091% (n = 290,000); also: strong numbers were not always called active
* = called active by the depositor; [ ] = remark or other dose. Rule as the data show it, unless noted: active = inhibition above about 50%; inactive = the rest. An excerpt, so the mix of outcomes need not match the whole.

What do the screens show for `COc1ccccc1CN(Cc1cccnc1)S(=O)(=O)c1ccc(-n2cnnn2)c(OC)c1`?
LYP inhibition: -5.6%; KOR beta-arrestin-1: -0.6%; NOD2 inhibition: 6.6%; NOD1 NF-kB reporter: -7.5%; KOR beta-arrestin-2: 3.8%

Results for C=CCNC(=O)CCNS(=O)(=O)c1ccc(Br)cc1 ?
LYP inhibition: -2.7%; TNAP activation fold: 1.1; KOR beta-arrestin-1: -2.6%; PMI inhibitors: -0.5%; XIAP displacement: 1.2%; NOD2 inhibition: 11.2%; human PMI inhibitors: 0.0%; NOD1 NF-kB reporter: -21.5%; KOR beta-arrestin-2: 31.1%

Results for COc1ccc(N(C(=O)c2csnn2)C(C(=O)NC2CCCC2)c2cccs2)cc1 (configuration not stated) ?
LYP inhibition: -5.1%; KOR beta-arrestin-1: 0.5%; NOD2 inhibition: 2.9%; NOD1 NF-kB reporter: -7.8%; KOR beta-arrestin-2: 21.3%

What do the screens show for `CCc1ccc(NS(=O)(=O)c2ccc(OC)c(C)c2)cc1`?
LYP inhibition: -4.5%; TNAP activation fold: 1.1; KOR beta-arrestin-1: 5.6%; PMI inhibitors: 5.4%; XIAP displacement: -3.3%; NOD2 inhibition: 11.0%; human PMI inhibitors: 4.5%; NOD1 NF-kB reporter: 13.9%; KOR beta-arrestin-2: -25.1%

Results for NS(=O)(=O)c1ccc(N=Cc2c(O)c3ccccc3oc2=O)cc1 ?
LYP inhibition: -5.3%; TNAP activation fold: 1.1; KOR beta-arrestin-1: -8.8%; PMI inhibitors: -14.4%; XIAP displacement: -4.7%; NOD2 inhibition: 8.4%; human PMI inhibitors: -8.1%; NOD1 NF-kB reporter: -22.2%; KOR beta-arrestin-2: -3.5%

What do the screens show for `Cc1ccc2c(c1)c(Sc1ccccc1)c(CC(=O)O)n2C`?
LYP inhibition: 0.2%; TNAP activation fold: 1; KOR beta-arrestin-1: -4.0%; PMI inhibitors: 10.9%; XIAP displacement: 1.5%; NOD2 inhibition: 11.9%; human PMI inhibitors: 15.8%; NOD1 NF-kB reporter: -2.8%; KOR beta-arrestin-2: -47.9%

How did CN1CCN(C(=O)c2ccccc2NC(=O)C(C)(C)C)CC1 do in these assays?
LYP inhibition: -3.0%; TNAP activation fold: 1; KOR beta-arrestin-1: 0.4%; PMI inhibitors: 12.2%; XIAP displacement: -17.8%; NOD2 inhibition: 5.2%; human PMI inhibitors: 10.4%; NOD1 NF-kB reporter: -28.9%; KOR beta-arrestin-2: 12.2%

Results for O=[N+]([O-])c1cc([N+](=O)[O-])c(Oc2c(F)cccc2F)cc1NN1CCCCC1 ?
LYP inhibition: -3.7%; KOR beta-arrestin-1: -1.2%; NOD2 inhibition: -2.5%; NOD1 NF-kB reporter: -10.5%; KOR beta-arrestin-2: -35.0%[20 µM]

Results for COc1ccc(C(=O)Nc2nnc(SCC(=O)NCc3ccco3)s2)cc1OC ?
LYP inhibition: -1.2%; KOR beta-arrestin-1: 3.6%; NOD2 inhibition: -14.2%; NOD1 NF-kB reporter: -10.8%; KOR beta-arrestin-2: -15.3%

What do the screens show for `Cc1cc(C)c(C#N)c(SCCS(=O)(=O)Cc2ccccc2)n1`?
LYP inhibition: -2.4%; TNAP activation fold: 1.1; KOR beta-arrestin-1: 1.1%; PMI inhibitors: 6.2%; XIAP displacement: -6.1%; NOD2 inhibition: 3.9%; human PMI inhibitors: -0.5%; KOR beta-arrestin-2: -14.3%

What do the screens show for `Cn1cc([N+](=O)[O-])c(C(=O)N/N=C/c2ccc([N+](=O)[O-])cc2)n1`?
LYP inhibition: 2.3%; TNAP activation fold: 1; KOR beta-arrestin-1: -1.4%; PMI inhibitors: 14.9%; XIAP displacement: -10.1%; NOD2 inhibition: 10.3%; human PMI inhibitors: 19.6%; NOD1 NF-kB reporter: -15.5%; KOR beta-arrestin-2: 8.1%

What do the screens show for `CC(C)(C)N=C1C([N+](=O)[O-])=CC=C2C1=NC1(CCCCC1)N2O`?
LYP inhibition: -2.9%; TNAP activation fold: 0.9; KOR beta-arrestin-1: -0.8%; PMI inhibitors: 76.2%*; XIAP displacement: 5.3%; NOD2 inhibition: -6.0%; NOD1 NF-kB reporter: 20.9%; KOR beta-arrestin-2: 12.1%

Results for Cc1ccc(C(=O)NCC(=O)N/N=C/c2cccs2)cc1C ?
LYP inhibition: 2.6%; TNAP activation fold: 1.1; KOR beta-arrestin-1: 2.1%; PMI inhibitors: 0.5%; XIAP displacement: -3.1%; NOD2 inhibition: 15.2%; human PMI inhibitors: 8.6%; NOD1 NF-kB reporter: -26.7%; KOR beta-arrestin-2: -52.8%

What do the screens show for `C=CCN(C(=O)C1=NN(C2CCS(=O)(=O)C2)C(=O)CC1)c1nc(-c2ccc([N+](=O)[O-])cc2)cs1` (configuration not stated)?
LYP inhibition: 9.9%; TNAP activation fold: 1; KOR beta-arrestin-1: 1.6%; PMI inhibitors: 4.1%; XIAP displacement: -3.1%; NOD2 inhibition: -100.7%; human PMI inhibitors: 3.2%; NOD1 NF-kB reporter: -60.3%; KOR beta-arrestin-2: -217.2%

Results for CCCCNS(=O)(=O)c1ccc2nc(-c3cccnc3)cc(C(=O)NC3CCCC3)c2c1 ?
LYP inhibition: -8.9%; KOR beta-arrestin-1: -0.5%; NOD2 inhibition: 27.4%; NOD1 NF-kB reporter: -2.0%; KOR beta-arrestin-2: 23.8%

Of the compounds above, these contain a tert-butyl group.
How did CN1CCN(C(=O)c2ccccc2NC(=O)C(C)(C)C)CC1 do in these assays?
LYP inhibition: -3.0%; TNAP activation fold: 1; KOR beta-arrestin-1: 0.4%; PMI inhibitors: 12.2%; XIAP displacement: -17.8%; NOD2 inhibition: 5.2%; human PMI inhibitors: 10.4%; NOD1 NF-kB reporter: -28.9%; KOR beta-arrestin-2: 12.2%

What do the screens show for `CC(C)(C)N=C1C([N+](=O)[O-])=CC=C2C1=NC1(CCCCC1)N2O`?
LYP inhibition: -2.9%; TNAP activation fold: 0.9; KOR beta-arrestin-1: -0.8%; PMI inhibitors: 76.2%*; XIAP displacement: 5.3%; NOD2 inhibition: -6.0%; NOD1 NF-kB reporter: 20.9%; KOR beta-arrestin-2: 12.1%

More results:
Results for N#CC(C#N)=C1C=CC=CN1/C(=C\c1ccco1)C(=O)c1ccc(Cl)cc1 ?
LYP inhibition: 3.3%; TNAP activation fold: 1.2; KOR beta-arrestin-1: -9.5%; PMI inhibitors: 17.6%; XIAP displacement: -1.8%; NOD2 inhibition: 18.9%; human PMI inhibitors: 15.9%; NOD1 NF-kB reporter: 104.0%*; KOR beta-arrestin-2: 3.64µM*

How did O=c1c2ccccc2nnn1CSc1nnc(-c2cccs2)n1Cc1ccccc1 do in these assays?
LYP inhibition: 0.6%; TNAP activation fold: 1; KOR beta-arrestin-1: 3.4%; PMI inhibitors: -0.9%; NOD2 inhibition: -50.7%; human PMI inhibitors: -2.2%; NOD1 NF-kB reporter: -22.6%; KOR beta-arrestin-2: 11.3%

How did O=C1CSC(c2cccc([N+](=O)[O-])c2)N1c1c(F)cccc1F (configuration not stated) do in these assays?
LYP inhibition: -4.1%; TNAP activation fold: 1.1; KOR beta-arrestin-1: -3.9%; PMI inhibitors: 4.2%; XIAP displacement: -2.1%; NOD2 inhibition: -9.1%; human PMI inhibitors: 2.6%; NOD1 NF-kB reporter: -4.1%; KOR beta-arrestin-2: 23.9%

How did Cc1ccc(S(=O)(=O)N(CC(=O)N2CCCCCC2)c2ccccc2F)cc1 do in these assays?
LYP inhibition: -5.2%; KOR beta-arrestin-1: 3.1%; NOD2 inhibition: 6.3%; NOD1 NF-kB reporter: 21.9%; KOR beta-arrestin-2: 11.0%

Results for COc1ccc(NC(=O)Cc2ccc(C)cc2)c([N+](=O)[O-])c1 ?
LYP inhibition: -3.8%; TNAP activation fold: 1; KOR beta-arrestin-1: -3.1%; PMI inhibitors: 10.9%; NOD2 inhibition: -1.8%; human PMI inhibitors: 23.1%; NOD1 NF-kB reporter: -9.8%; KOR beta-arrestin-2: 5.9%

What do the screens show for `O=C(c1ccccc1[N+](=O)[O-])N1N=C(c2ccccc2)CC1(O)C(F)(F)F` (configuration not stated)?
LYP inhibition: 1.3%; KOR beta-arrestin-1: -5.5%; NOD2 inhibition: -2.1%; NOD1 NF-kB reporter: 26.9%; KOR beta-arrestin-2: -37.3%

Results for CCn1cc(C(=O)NCc2ccc3c(c2)OCO3)c(=O)c2cc(F)c(N3CCN(C)CC3)cc21 ?
LYP inhibition: -4.5%; TNAP activation fold: 1.1; KOR beta-arrestin-1: -2.9%; PMI inhibitors: 2.1%; XIAP displacement: -1.6%; NOD2 inhibition: -10.5%; human PMI inhibitors: 3.0%; NOD1 NF-kB reporter: 1.0%; KOR beta-arrestin-2: -27.8%

How did COc1cc(NC(=O)C(=O)NCCN(C)C)c(OC)cc1Cl do in these assays?
LYP inhibition: -2.5%; TNAP activation fold: 1.1; PMI inhibitors: 3.2%; XIAP displacement: 0.3%; NOD2 inhibition: 5.5%; human PMI inhibitors: -1.3%; NOD1 NF-kB reporter: -25.1%; KOR beta-arrestin-2: -29.4%[20 µM]

How did COc1ccc(N(CC(=O)N2CCN(c3ccc(F)cc3)CC2)S(=O)(=O)c2c(C)noc2C)cc1 do in these assays?
LYP inhibition: -8.9%; KOR beta-arrestin-1: -2.6%; NOD2 inhibition: 4.9%; NOD1 NF-kB reporter: -8.7%; KOR beta-arrestin-2: 8.8%

Results for CC(C)n1c(SC2C(=O)CC(C)(C)CC2=O)nc2c1c(=O)n(C)c(=O)n2C ?
LYP inhibition: -2.1%; TNAP activation fold: 1.1; KOR beta-arrestin-1: -4.4%; PMI inhibitors: 1.4%; XIAP displacement: -7.7%; NOD2 inhibition: -4.4%; human PMI inhibitors: -4.1%; NOD1 NF-kB reporter: -9.5%; KOR beta-arrestin-2: -11.4%

How did CCOC(=O)CCNC(C(=O)OCC)c1ccccc1 (configuration not stated) do in these assays?
LYP inhibition: -1.3%; TNAP activation fold: 1.1; KOR beta-arrestin-1: -5.0%; PMI inhibitors: -4.9%; XIAP displacement: -5.1%; NOD2 inhibition: 11.2%; human PMI inhibitors: -10.8%; NOD1 NF-kB reporter: 2.3%; KOR beta-arrestin-2: 11.1%

Results for O=C(Cc1ccccn1)c1ccc(O)cc1O ?
LYP inhibition: -4.8%; KOR beta-arrestin-1: -4.2%; NOD2 inhibition: 1.7%; NOD1 NF-kB reporter: -6.6%; KOR beta-arrestin-2: -8.0%

What do the screens show for `CCn1nnc(-c2ccccc2NC(=O)c2cccc(-n3cnnn3)c2)n1`?
LYP inhibition: 1.8%; TNAP activation fold: 1.1; KOR beta-arrestin-1: 2.0%; PMI inhibitors: 5.9%; XIAP displacement: -2.3%; NOD2 inhibition: -8.1%; human PMI inhibitors: -4.0%; NOD1 NF-kB reporter: -12.1%; KOR beta-arrestin-2: 6.0%

Results for O=C(CSCc1ccc(Cl)cc1)N1CCN(Cc2ccc3c(c2)OCO3)CC1 ?
LYP inhibition: 1.1%; TNAP activation fold: 1; KOR beta-arrestin-1: 1.1%; PMI inhibitors: 13.1%; XIAP displacement: -4.8%; NOD2 inhibition: -70.2%; human PMI inhibitors: 11.7%; NOD1 NF-kB reporter: -24.7%; KOR beta-arrestin-2: -3.6%

How did Cc1cc([N+](=O)[O-])cc(/C=N/n2c(C)nc3ccccc3c2=O)c1O do in these assays?
LYP inhibition: -0.9%; KOR beta-arrestin-1: 1.0%; NOD2 inhibition: 35.6%; NOD1 NF-kB reporter: 4.5%; KOR beta-arrestin-2: 17.5%
